# TRPV1 ag – activates the human vanilloid receptor TRPV1; Q8NER1; 320,000 tested, 0.19% active; TRPV1-expressing cells, Fluo-8 calcium influx, agonist mode; activation, % at 8.33 µM; in the data active = activation above about 80%; inconclusive = between about 30% and that limit; also: 0% is about no effect
#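 Cells expressing TRPV1 were dye-loaded with Fluo-8 and read kinetically: 10 s baseline, 3 min after compound (agonist portion), then 2 min after EC20 capsaicin (allosteric enhancer portion). Calcium-bound dye fluorescence at 480/520 nm.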
# ELG1 genotoxic – genotoxicity induction in ELG1-luciferase HEK293T cells; HEK293T ELG1-luciferase reporter, luminescence, 16 h; Potency, µM (doses to about 46 µM), for the others: at the top dose activity change, positive = activation, actives largely listed as activators; 330,000 tested, 1.3% active; also: potency is read from the fitted curve at half-maximal effect; % of control where 0% means no effect; nearly all actives have a fitted effect of over 60% in size
#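 16 hr compound incubation (37 °C, 5% CO2) of HEK293T cells carrying luciferase-tagged ELG1; luciferase then measured by ONE-Glo luminescence after 30 min at RT.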
# Rab9 promoter act – activators of Rab9 promoter; Huh7 Rab9 promoter-luciferase reporter, luminescence, 24 h; Potency, µM (doses to about 9.22 µM), inactives show at the top dose activation, negative = inhibition, actives largely listed as activators; 320,000 tested, 2.8% active; also: potency is read from the fitted curve at half-maximal effect; % of control where 0% means no effect; nearly all actives have a fitted effect of over 60% in size
#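 Cell-based reporter: Huh7 stable for Rab9 promoter-driven luciferase, plated in reduced-serum medium with 10% FBS at 1500 cells/well, compound-treated 24 h at 37 °C, luminescence read after 10 min reagent.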
# ELG1 repair inh – inhibitors of ELG1-dependent DNA repair in HEK293T cells | HEK293T ELG1-luciferase reporter, luminescence, 16 h; DNA damage induced by 5-fluorouridine | Potency, µM (series often up to 46.1 µM), without a hit: at the highest dose activity change, negative = inhibition, most hits filed as inhibitors | 330,000 tested, 2.3% active | AID 504467; also: potency is read from the fitted curve at half-maximal effect; % is scaled to controls: 0 for no effect and ±100 for the full control effect; nearly all actives have a fitted effect of over 55% in size
#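 Overnight (16 hr) co-exposure of 2,000 cells/well to 5-fluorouridine and compound at 37 °C preceded detection. Luciferase was quantified via ONE-Glo luminescence; loss of signal denotes inhibition.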
# FLuc counter – inhibits or activates purified firefly luciferase, miR-21 counter-screen. purified FLuc, Km substrates, luminescence inhibition. Potency, µM (highest dose often 57.5 µM), for the others: top-dose activity change, negative = inhibition, most hits filed as inhibitors. 360,000 tested, 6.9% active. AID 588342;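 also: potency is read from the fitted curve at half-maximal effect; plate controls were vehicle for no effect and reference inhibitor for full effect; nearly all actives have a fitted effect of over 55% in size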
# Target sequence (P08659 whole entry, looked up): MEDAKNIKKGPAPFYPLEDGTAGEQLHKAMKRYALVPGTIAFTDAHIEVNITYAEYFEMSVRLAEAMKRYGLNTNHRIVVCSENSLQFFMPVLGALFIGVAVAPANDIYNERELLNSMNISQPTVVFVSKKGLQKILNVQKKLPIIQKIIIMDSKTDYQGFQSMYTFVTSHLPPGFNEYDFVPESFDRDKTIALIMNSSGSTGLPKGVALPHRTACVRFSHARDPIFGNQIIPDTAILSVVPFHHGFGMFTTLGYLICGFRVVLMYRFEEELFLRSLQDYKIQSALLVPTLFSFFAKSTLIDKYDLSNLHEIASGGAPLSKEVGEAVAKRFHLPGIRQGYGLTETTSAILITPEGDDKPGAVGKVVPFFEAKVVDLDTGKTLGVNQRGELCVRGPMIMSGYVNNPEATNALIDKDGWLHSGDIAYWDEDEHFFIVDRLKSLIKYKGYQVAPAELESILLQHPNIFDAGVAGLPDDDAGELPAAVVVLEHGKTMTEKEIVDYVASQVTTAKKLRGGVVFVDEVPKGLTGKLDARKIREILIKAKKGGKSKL
#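 Purified P. pyralis luciferase (10nM final) with 10uM D-luciferin and 10uM ATP (Km levels) in 50mM Tris acetate pH 7.5, 10mM Mg acetate, 0.01% Tween-20, 0.05% BSA; qHTS 6-point titration, ~60 µM downward; luminescence read.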
# p53 reactivator – re-activators of mutant p53. Potency, µM (series often up to 92.2 µM), for inactives: at the highest dose activity change, positive = activation, hits mostly activators. H1299 p53-A138V BP100-luciferase reporter, luminescence, 24 h. AID 504706. 320,000 tested, 0.063% active; also: potency is read from the fitted curve at half-maximal effect; % of control where 0% means no effect; nearly all actives have a fitted effect of over 45% in size
#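 H1299 (p53-null), stable ts p53-A138V + BP100-Luc; 1000 cells/well, Opti-MEM/10% FBS; cpd 4 pt, 1:5; 24 h, 37 deg C, 5% CO2; detection reagent 10 min RT; luminescence.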
# RORg inh – ROR gamma (mouse) transcription inhibition. P51450. Drosophila S2 Gal4-RORgamma UAS-luciferase reporter, 20 h. Potency, µM (series often up to 53.6 µM), for the others: at the highest dose activity change, negative = inhibition, hits mostly inhibitors. 310,000 tested, 5.4% active; also: potency is read from the fitted curve at half-maximal effect; % is scaled to controls: 0 for no effect and ±100 for the full control effect; nearly all actives have a fitted effect of over 60% in size
#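 Luminescence from a UAS-regulated Photinus luciferase reporter in stably transfected Drosophila Schneider cells is measured; decreased signal marks ROR gamma inhibition. Fusion expression is induced by 700 uM copper sulfate for 20 hr.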
# VP16 counter – inhibits Gal4-VP16 luciferase reporter, ROR gamma counter-screen. 310,000 tested, 3.5% active. Potency, µM (top dose mostly 53.6 µM), for inactives: at the highest dose activity, negative = inhibition, most hits filed as inhibitors. Drosophila S2 Gal4-VP16 UAS-luciferase, luminescence, 20 h;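 also: Gal4-VP16 expression switched on by copper sulfate through the metallothionein promoter; potency is read from the fitted curve at half-maximal effect; % is scaled to controls: 0 for no effect and ±100 for the full control effect; nearly all actives have a fitted effect of over 50% in size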
# NPC1 promoter act – activators of NPC1 promoter; Huh7 NPC1 promoter luciferase reporter, 24 h; 320,000 tested, 2.4% active; Potency, µM (titrated, usually from 9.22 µM), inactives show at the highest dose activation, hits mostly activators;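 also: potency is read from the fitted curve at half-maximal effect; % of control where 0% means no effect; nearly all actives have a fitted effect of over 60% in size; reporter is driven by a mutant NPC1 promoter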
#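 Readout is luciferase luminescence, reflecting NPC1 promoter activation in stably transfected Huh7 cells after 24 h compound exposure at 37 °C in reduced-serum medium with 10% FBS.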
# BRCA1 expr act – activators of BRCA1 expression. MCF7-BRCA1-FFLuc reporter, luminescence, 48 h; response scale: scaled: vehicle 0%, 10 µM genistein 100%. AID 624202. Potency, µM (highest dose often 46.1 µM), inactives show at the top dose activation, hits mostly activators. 380,000 tested, 1.1% active; also: potency is read from the fitted curve at half-maximal effect; nearly all actives have a fitted effect of over 80% in size; some results filed as inactive show a strong effect at the top dose
#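 First, MCF7-BRCA1-FFLuc cells (2000/well) attach for 2 h; next, compounds are pin-added and incubated 48 h at 37 °C; finally, luciferase reagent is added and luminescence read after 15 min.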
# Tb PFK block – blocks T. brucei phosphofructokinase; O15648; T. brucei PFK, ADP-Glo luminescence; Potency, µM (titrated, usually from 57.5 µM), inactives show at the highest dose activity, negative = inhibition, most hits filed as inhibitors; 330,000 tested, 0.17% active;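 also: potency is read from the fitted curve at half-maximal effect; 0% = uninhibited 1x PFK enzyme wells and -100% = no-enzyme wells; nearly all actives have a fitted effect of over 60% in size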
# Target sequence (O15648 whole entry, looked up): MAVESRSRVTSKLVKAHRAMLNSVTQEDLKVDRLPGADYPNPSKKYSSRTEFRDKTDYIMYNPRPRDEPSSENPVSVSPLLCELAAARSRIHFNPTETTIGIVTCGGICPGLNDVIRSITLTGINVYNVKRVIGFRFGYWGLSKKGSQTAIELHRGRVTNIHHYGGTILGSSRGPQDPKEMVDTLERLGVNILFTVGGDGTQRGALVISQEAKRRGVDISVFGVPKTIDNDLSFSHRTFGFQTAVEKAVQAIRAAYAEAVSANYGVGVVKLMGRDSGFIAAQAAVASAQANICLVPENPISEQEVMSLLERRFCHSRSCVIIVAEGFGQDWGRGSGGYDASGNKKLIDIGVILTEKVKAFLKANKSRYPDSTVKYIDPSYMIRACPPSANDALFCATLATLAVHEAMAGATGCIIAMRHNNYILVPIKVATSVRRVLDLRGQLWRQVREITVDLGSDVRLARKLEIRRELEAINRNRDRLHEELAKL
#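 ADP-Glo luminescence quantified ADP after 45 min at room temperature, with 1.25 nM T. brucei PFK, 0.1 mM ATP and 0.5 mM fructose-6-phosphate in pH 8.0 TEA buffer. qHTS titrations up to 57 µM; curves classified by quality.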
# An asterisk follows results filed as active; ? = inconclusive; · = no result given; & = joins results of further samples; [ ] = dose if it differs, or a comment. Unless noted, calls follow the shape of the dose curve; as a rule, active = well fitted curve in the direction sought with a large enough effect; inconclusive = small, poorly fitted or top-dose-only effect, or another doubt; inactive = no such curve, though single readings can be large; an effect the other way counts as inactive or inconclusive.
SMILES,TRPV1 ag,ELG1 genotoxic,Rab9 promoter act,ELG1 repair inh,FLuc counter,p53 reactivator,RORg inh,VP16 counter,NPC1 promoter act,BRCA1 expr act,Tb PFK block
COc1ccc(NC(=O)Cc2c(C(=O)O)n(C)c3ccccc23)cc1OC,-2,0%,-12%,11%,?,-2%,-2%,4%,-6%,13%,4%
CCC(CC)c1nnc(NC(=O)/C=C/c2ccco2)s1,0,8%,?,?,2%,2%,?,?,23%,2%,-10%
O=C(Cn1ccc2ccccc2c1=O)NCCC(=O)N1CCN(c2ccccc2)CC1,-1,-9%,1%,-10%,1%,2%,1%,-1%,-3%,-5%,0%
O=C(Nc1ccc(Cc2ccncc2)cc1)C1CCC(N2C(=O)C3C4C=CC(C5CC45)C3C2=O)CC1 (stereo not given),1,-34%[inhibitor],-21%,8.2µM*,-2%,-4%,?,-18%,-4%,-86%,-6%
CC(C)(C)OC(=O)N1CCC[C@H]1C(=O)Nc1ccc(Br)cc1,-1,-5%,-3%[1.84 µM],?,-1%,-2%,31%,2%,-6%,-29%,8%
CCCCn1c(CN2CCN(C(=O)OCC)CC2)nc2c1c(=O)n(C)c(=O)n2C,11,-6%,-9%,?,0%,12%,-18%,-4%,-3%,-22%,-2%
Cc1cc(C)n(CCNC(=O)CC2C(=O)NCCN2Cc2ccccc2C(F)(F)F)n1 (stereo not given),-1,-1%,-3%,7%,-2%,-3%,-18%,4%,-2%,-18%,-1%
CCN1CCN(C(=S)Nc2ccccc2Cl)CC1,-3,-1%,-3%,-9%,4%,-2%,22%,13%,3%,9%,-4%
O=C(Nc1ccccc1F)c1ccco1,3,10%,1%,?,-5%,7%,8%,23%,4%,58%,-5%
Oc1ccc(Cl)cc1CNc1ccc(Br)cn1,-1,?,1%,?,19µM*,?,?,?,0%,?,5%
CC(=O)Nc1ccc(NC(=O)c2ccc(COc3ccccc3)cc2)cc1,2,4%,-2%,6%,2%,?,-3%,-14%,-8%,39%,-4%
CCCNC(=S)N1CCC(NC(=O)C23CC4CC(CC(C4)C2)C3)CC1,8,0%,-4%,?,3%,-4%,-1%,5%,-1%,-28%,-1%
Cc1cc(C)n(-c2nnc(N3CCN(c4ccc(F)cc4)CC3)nn2)n1,-4,0%,3%,-4%,-17%,-3%,7%,-16%,7%,0%,-5%
O=C(NC(=O)N1CCCCCC1)c1ccccc1,0,11%,3%,-1%,1%,-8%,-15%,-9%,-1%,1%,0%
O=C(OCc1cccc(F)c1)c1ccc2c(=O)n3c(nc2c1)CCC3,-2,1%,10%,-5%,-18%,3%,31%,-10%,9%,4%,1%
Cc1ccc2c(c1)C1CC(C)(O2)N(c2cccc(C(=O)NC3CCN(Cc4ccccc4)CC3)c2)C(=O)N1 (stereo not given),1,0%,-3%,0%,0%,-14%,-16%,0%,0%,-22%,-2%
O=C(CSc1ncccn1)Nc1ccc(N2CCOCC2)cc1,1,12%,10%,4%,-12%,11%,2%,0%,6%,3%,-5%
CCN(C[C@H]1N[C@@](CC)(C(=O)OC)[C@H]2C(=O)N(Cc3ccccc3)C(=O)[C@@H]12)S(=O)(=O)c1ccc(F)cc1,·,-5%,·,?,·,-6%,·,·,·,-20%,-1%
Cc1ccccc1NC(=S)NC1CCCC1,6,1%,3%,0%,4%,-3%,7.9µM*,8.9µM*,-5%,11%,1%
Cc1ccc(CN2CCC(n3nccc3NC(=O)C3CCOC3)CC2)cc1C (stereo not given),2,2%,5%,0%,3%,7%,5%,-3%,-6%,-10%,0%
Cc1cccc([N+](=O)[O-])c1NC(=O)CSc1nnc2ccccn12,-2,3%,0%,10%,·,?,·,·,-1%,2%,-4%
CCc1cccc(NC(=O)CCC(=O)N2CCSc3ccccc32)c1,18,-2%,-2%,4%,-2%&-2%,·,8%,3%,-4%,-14%,3%
CCOc1ccc(/C=C(\C#N)C(=O)NCC2CCCO2)cc1OCC (stereo not given),25,-3%,2%,-1%,5%,-7%,-7%[10 µM],-4%,-5%,-18%,-5%
CCOC(=O)C1(Cc2cccc(F)c2)CCN(C(=O)Cc2cccnc2)CC1,?,0%,2%,8%,2%,1%,11%,5%,-1%,-13%,-1%
CCC(C)NC(=O)CNS(=O)(=O)c1ccc(C)cc1 (stereo not given),4,-2%,1%,4%,-1%,0%,2%,0%,-3%,-8%,6%
O=C1C(=Cc2ccco2)C(=O)c2ccccc21,2,2%,1%,?,13µM*,4%,-10%,-10%,8%,26%,7%
COc1cc(/C=C/C(=O)OCC(=O)NCCc2ccccc2)cc(OC)c1OC,1,2%,0%,8%,7%,-1%,-9%,4%,-8%,3%,0%
Cc1cc2c(c(=O)n1CCN(C)C)C(c1ccccc1Br)C(C#N)=C(N)O2 (stereo not given),-1,-5%,10%,5%,-5%,4%,18%,0%,1%,8%,-2%
O=[N+]([O-])c1ccc2nc(C3CCCCC3)[nH]c2c1,-1,1%,26%,?,?,-11%,?,21%,22%,37%,2%
O=C(NC1CC2CCCC(C1)N2C(=O)NCc1ccccc1)C1CC1 (stereo not given),3,-2%,3%,2%,1%,-12%,-6%,1%,10%,-10%,4%
CC(=Nc1cc(C(=O)c2ccccc2)ccc1N)C1=C(O)CC(C)(C)CC1=O,6,-1%,21%,?,?,3%,21%,-14%,25%,89%,1%
CCOC(=O)c1c(NC(=O)Cn2cnc([N+](=O)[O-])n2)sc(C)c1C,-3,-3%,-1%,2%,1%,-1%,10%,-13%,-3%,-9%,-27%
Cc1ccc(NC(=O)CCCCCNS(=O)(=O)c2ccc(C)cc2)cc1,0,-3%,-5%,?,3%,-26%,1%,1%,-2%,0%,2%
COc1ccc(/C=C/C(=O)c2ccc(Cl)s2)cc1O,9,?,6%,?,1.1µM*,?,-19%,26%,-5%,35%,2%
CCn1cc(CNc2nc3nonc3nc2N2CCCCC2)cn1,1,-1%,-7%,8%,0%,2%,7.1µM*,?,-1%,0%,0%
Cc1nc2ccccc2c2oc(C(=O)N3CCC(N4CCCCC4)CC3)cc12,1,7%,-12%,-1%,-1%,-13%,-33%,-3%,-1%,-1%,-2%
O=C1CCSc2ccc(Cl)cc2N1Cc1ccccc1,7,-1%,-1%,-8%,2%,13%,12%,-9%,2%,-23%,2%
COc1ccc(CCC(=O)NCc2ccccc2Cl)cc1OC,13,1%,6%[1.84 µM],2%,1%,-2%,-14%,1%,-2%,-1%,0%
COc1ccc(NC(=O)CSc2nc(C)cs2)c([N+](=O)[O-])c1,·,6%,·,?,·,7%,·,·,·,22%,-7%
CCN1C(=O)c2ccccc2S(=O)c2ccc(C(=O)N3CCCC3)cc21 (stereo not given),10,-1%,-1%,23%,2%,-1%,14%,0%,-3%,-18%,-3%

# An excerpt from above with just Tb PFK block, p53 reactivator and BRCA1 expr act:
SMILES | Tb PFK block | p53 reactivator | BRCA1 expr act
COc1cc(/C=C/C(=O)OCC(=O)NCCc2ccccc2)cc(OC)c1OC | 0% | -1% | 3%
Cc1cc2c(c(=O)n1CCN(C)C)C(c1ccccc1Br)C(C#N)=C(N)O2 (stereo not given) | -2% | 4% | 8%

# New compounds follow
SMILES,TRPV1 ag,ELG1 genotoxic,Rab9 promoter act,ELG1 repair inh,FLuc counter,p53 reactivator,RORg inh,VP16 counter,NPC1 promoter act,BRCA1 expr act,Tb PFK block
COc1ccc(-c2cn3cccnc3n2)cc1NC(=O)c1cc(OC)c(OC)c(OC)c1,-1,-6%,21%,8.2µM*,21µM*,-3%,-2%,0%,-2%,-4%,-1%
CCN1CCN(S(=O)(=O)c2ccc(Cl)c(C(=O)N(C)CCOc3ccc(Cl)cc3)c2)CC1,13,?,-7%,?,1%,-2%,·,·,0%,-48%,-2%
Cc1nc(SCc2ccc(C(=O)O)cc2)c2c(C)c(C)sc2n1,-1,-1%,-1%,1%,-12%,6%,-1%,4%,1%,11%,1%
CSC1=NSC2=NC(=O)/C(=C/c3coc4ccc(O)cc4c3=O)C(=N)N12,22,1%,-4%,20%,?,5%,31%,5%,-1%,-3%,-4%
COC(=O)c1ccccc1N1C(=O)[C@@H]2C(c3ccc(F)cc3)=NO[C@@H]2C1=O,1,-9%,4%,?,2%,-1%,0%,-1%,-2%,-3%,3%
CCOc1ccc(Nc2nc(N)nc(CSC(=S)N3CCN(c4ccccc4)CC3)n2)cc1,0,-12%,0%,10µM*,-10%,0%,-17%,10%,2%,-49%,0%
CCN1C(=O)[C@H]2[C@@H](c3ccc(-c4ccccc4)c(OC)c3)N[C@@](Cc3ccccc3)(C(=O)OC)[C@H]2C1=O,-1,2%,1%,19%,4%,5%,·,·,0%,-5%,0%

# Screening data from PubChem.
